FLuc modulator: firefly luciferase modulation, counter-screen for miR-21 project; Potency, µM (titrated, usually from 57.5 µM), without a hit: at the highest dose activity change, negative = inhibition, hits mostly inhibitors; purified FLuc, Km substrates, luminescence inhibition; hit rate 6.9% among 360,000; P08659;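 further: potency means the concentration at half of the fitted maximal effect; plate controls were vehicle for no effect and reference inhibitor for full effect; nearly all actives have a fitted effect of over 55% in size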
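Purified P. pyralis luciferase, 10 nM final, with Km-level 10 uM D-luciferin and 10 uM ATP in 50 mM Tris acetate pH 7.5, 10 mM Mg acetate, 0.01% Tween-20, 0.05% BSA; 6-point qHTS titration about 60 µM downward; luminescence read.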
Menin MLL FP TR: inhibitors of human menin-MLL interaction, mutant MLL peptide. AID 1768. hit rate 0.23% among 270,000. Menin + Texas Red MLL mutant peptide, fluorescence polarization. Potency, µM (series often up to 61.6 µM), inactives show top-dose FP activity change, negative = inhibition, usual class: inhibitors; active means well fitted inhibition curve with a large enough effect in the polarisation, with a control signal flat, not every such curve was filed as active; inconclusive means small, poorly fitted or top-dose-only effect, or effect the other way, or a change in a side signal; inactive means no such curve, though single readings can be large or run the other way; the % refers to the polarisation; further: potency means the concentration at half of the fitted maximal effect; % of control where 0% means no effect; many of its hits are not listed in these tables
RORgamma inh: inhibitors of mouse ROR gamma transcriptional activity; Drosophila S2 Gal4-RORgamma UAS-luciferase reporter, 20 h; Potency, µM (titrated, usually from 53.6 µM), for inactives: top-dose activity change, negative = inhibition, most hits filed as inhibitors; hit rate 5.4% among 310,000; AID 2551; further: potency means the concentration at half of the fitted maximal effect; on the % scale 0 is the no-effect control and ±100 the full control effect; nearly all actives have a fitted effect of over 60% in size
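A Gal4/UAS one-hybrid system in insect cells: metallothionein-promoter Gal4–ROR gamma fusion plus Photinus luciferase reporter. Copper sulfate 700 uM final, 20 hr ambient incubation, luminescent detection after 10 min with reagent.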
ELG1 repair inh: blocks ELG1-dependent DNA repair in HEK293T cells; HEK293T ELG1-luciferase reporter, luminescence, 16 h; DNA damage induced by 5-fluorouridine; AID 504467; Potency, µM (titrated, usually from 46.1 µM), for the others: top-dose activity change, negative = inhibition, hits mostly inhibitors; hit rate 2.3% among 330,000; further: potency means the concentration at half of the fitted maximal effect; on the % scale 0 is the no-effect control and ±100 the full control effect; nearly all actives have a fitted effect of over 55% in size
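Luminescence from the luciferase reporter, measured 30 min after ONE-Glo reagent at room temperature, was the read-out. Beforehand, 2,000 cells per well were exposed for 16 hr at 37 °C to 5-fluorouridine together with compound or vehicle.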
Rab9 promoter act: Rab9 promoter activation; Huh7 Rab9 promoter-luciferase reporter, luminescence, 24 h; Potency, µM (doses to about 9.22 µM), for the others: at the highest dose activation, negative = inhibition, actives largely listed as activators; hit rate 2.8% among 320,000; further: potency means the concentration at half of the fitted maximal effect; % of control where 0% means no effect; nearly all actives have a fitted effect of over 60% in size
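Huh7 reporter line, Rab9 promoter upstream of luciferase. Compound exposure 24 h at 37 °C in reduced-serum medium with 10% FBS. Read-out: luminescence.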
NPC1 promoter act: NPC1 promoter activation; Huh7 NPC1 promoter luciferase reporter, 24 h; Potency, µM (titrated, usually from 9.22 µM), for the others: at the top dose activation, actives largely listed as activators; hit rate 2.4% among 320,000;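 further: potency means the concentration at half of the fitted maximal effect; % of control where 0% means no effect; nearly all actives have a fitted effect of over 60% in size; reporter is driven by a mutant NPC1 promoter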
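Cells: Huh7 expressing luciferase under the NPC1 promoter, 1500/well. Seeded 2 h, compound added, incubated 24 h at 37 °C. Luciferase reagent, 10 min ambient, then luminescence.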
Mito fusion act: inhibitors of mitochondrial division or activators of mitochondrial fusion | S. cerevisiae fusion-defective mutant growth rescue, CellTiterGlo 48 h | Potency, µM (series often up to 46.1 µM), inactives show at the highest dose growth rescue (activation), hits mostly activators | hit rate 0.23% among 320,000;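 further: potency means the concentration at half of the fitted maximal effect; % of control where 0% means no effect; nearly all actives have a fitted effect of over 45% in size; temperature-sensitive fusion mutants such as fzo1-1 at 37 °C on non-fermentable ethanol glycerol medium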
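Compounds are tested for their ability to restore growth of mitochondrial fusion-defective yeast strains at non-permissive 37C in YPEG medium over 48 hours. Viability is quantified by luciferase luminescence.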
PKM2 activator: PKM2 (human) enzyme activation | hit rate 0.34% among 260,000 | Potency, µM (highest dose often 57.5 µM), without a hit: at the highest dose activation, hits mostly activators | purified PKM2, Kinase-Glo ATP luminescence, activation; response scale: 0% is enzyme alone, no compound | P14618; further: potency means the concentration at half of the fitted maximal effect; on the % scale 0 is the no-effect control and ±100 the full control effect; nearly all actives have a fitted effect of over 55% in size
Target sequence (P14618 whole entry, looked up): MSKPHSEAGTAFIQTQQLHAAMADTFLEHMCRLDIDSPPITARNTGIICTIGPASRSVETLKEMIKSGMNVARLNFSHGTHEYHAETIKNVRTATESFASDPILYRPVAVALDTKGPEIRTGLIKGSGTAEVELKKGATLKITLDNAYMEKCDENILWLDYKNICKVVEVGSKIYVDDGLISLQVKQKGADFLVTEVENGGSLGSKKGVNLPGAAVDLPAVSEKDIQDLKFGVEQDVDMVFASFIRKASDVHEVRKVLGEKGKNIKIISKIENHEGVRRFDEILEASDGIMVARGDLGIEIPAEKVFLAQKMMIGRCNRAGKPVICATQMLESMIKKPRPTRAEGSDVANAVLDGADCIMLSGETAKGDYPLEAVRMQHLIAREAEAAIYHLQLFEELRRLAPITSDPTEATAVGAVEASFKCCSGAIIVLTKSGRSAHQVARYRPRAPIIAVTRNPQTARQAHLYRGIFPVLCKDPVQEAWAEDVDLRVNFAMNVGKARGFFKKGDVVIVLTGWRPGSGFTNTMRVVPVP
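Kinase-Glo luminescence reports ATP generated from ADP (0.1 mM) and PEP (0.5 mM) by purified hPK-M2 after 1 h at room temperature, pH 7.2 imidazole buffer; intermediate enzyme activity allows detecting inhibitors and activators.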
KCNH2 3.1 inh: inhibitors of human KCNH2 3.1 potassium channel isoform; activity change, % (tested at about 1.8 µM); U2OS KCNH2 3.1, thallium flux FluxOr; stronger effect = lower value; hit rate 0.95% among 340,000;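 active means maximum activity change below -70%; inconclusive means maximum activity change from -70% to -50%; inactive means maximum activity change above -50%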;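 further: thallium influx rate constant from kinetic fluorescence after stimulation buffer; on the % scale 0 is the no-effect control and ±100 the full control effect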
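Virally transduced U2OS (3.1 isoform, 4 h infection in dark at RT) → overnight 37 C → FluxOr + Red40 in HBSS/HEPES, 45 min → stimulation buffer, 2 min kinetic read → rate constant vs DMSO controls.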
MBNL1-CUG inh: blocks human MBNL1 binding to CUG repeat RNA; Q9NR56; TR-FRET MBNL1-His/biotin-(CUG)12 binding, 665/545 ratio; Potency, µM (doses to about 57.5 µM), for inactives: top-dose activity change, negative = inhibition, hits mostly inhibitors; hit rate 0.036% among 280,000; AID 2675; active means well fitted inhibition curve with a large enough effect in the signal ratio, with a control signal flat, not every such curve was filed as active; inconclusive means small, poorly fitted or top-dose-only effect, or effect the other way, or a change in a side signal; inactive means no such curve, though single readings can be large or run the other way; the % refers to the signal ratio; further: potency means the concentration at half of the fitted maximal effect; on the % scale 0 is the no-effect control and ±100 the full control effect
Target sequence (Q9NR56 whole entry, looked up): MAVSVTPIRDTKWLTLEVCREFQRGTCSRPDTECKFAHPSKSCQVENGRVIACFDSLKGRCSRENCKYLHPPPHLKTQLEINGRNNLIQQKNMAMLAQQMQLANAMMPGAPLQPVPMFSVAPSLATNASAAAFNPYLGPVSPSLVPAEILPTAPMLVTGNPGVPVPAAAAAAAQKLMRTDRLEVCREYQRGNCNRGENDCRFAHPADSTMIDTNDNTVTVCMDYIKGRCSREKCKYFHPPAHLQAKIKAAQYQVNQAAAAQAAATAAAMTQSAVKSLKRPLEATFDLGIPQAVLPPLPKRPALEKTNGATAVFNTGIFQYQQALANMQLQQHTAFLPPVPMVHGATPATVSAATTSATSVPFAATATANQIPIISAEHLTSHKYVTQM
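Compound titration spanned 92 nM–58 uM against the MBNL1-His/biotin-(CUG)12 complex. After 60 min at room temperature with 5 nM streptavidin-XL665 and 0.055 ng/ul terbium anti-His, ratiometric 665/545 nm emission (Ex 340 nm) normalized to controls.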
Gal4-VP16 FLuc: counter-screen for ROR gamma inhibitors: Gal4-VP16 reporter. AID 2546. Potency, µM (highest dose often 53.6 µM), for the others: at the highest dose activity, negative = inhibition, most hits filed as inhibitors. hit rate 3.5% among 310,000. Drosophila S2 Gal4-VP16 UAS-luciferase, luminescence, 20 h;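 further: Gal4-VP16 expression switched on by copper sulfate through the metallothionein promoter; potency means the concentration at half of the fitted maximal effect; on the % scale 0 is the no-effect control and ±100 the full control effect; nearly all actives have a fitted effect of over 50% in size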
* marks the source's active call; other numbers are inactive results; ? = inconclusive; / = no result given; & = joins results of further samples; [ ] = dose if it differs, or a comment. Unless noted, the call rests on the fitted dose curve; in most records, active means well fitted curve in the direction sought with a large enough effect; inconclusive means small, poorly fitted or top-dose-only effect, or another doubt; inactive means no such curve, though single readings can be large; an effect the other way counts as inactive or inconclusive.

SMILES | FLuc modulator | Menin MLL FP TR | RORgamma inh | ELG1 repair inh | Rab9 promoter act | NPC1 promoter act | Mito fusion act | PKM2 activator | KCNH2 3.1 inh | MBNL1-CUG inh | Gal4-VP16 FLuc
CCOC(=O)N1CCN(c2nc3c(C)cccn3c(=O)c2C=O)CC1 | 0% | 6% | 7% | -1% | -6% | -1% | -7% | / | -1 | 13% | 4%
CCc1ccc(CNc2ccc3c(c2)ncn3CC)cc1 | 11µM* | ? | -41% | ? | 2.5µM* | 2.5µM* | 6% | / | / | 5% | ?
S=C(NCCc1cccc(Cl)c1)NC1CCCCC1 | 19µM* | 4% | 4.5µM* | ? | 2.8µM* | 3.5µM* | 0% | -1% | -14 | -4% | 5.6µM*
CCC(C)n1c(=N)c(C#N)cc2c(=O)n3ccccc3nc21 (stereo unspecified) | 3% | 22% | -25% | -13% | -1% | -4% | -1% | -4% | 1 | 18% | 20%
O=C(CSc1nnc(NC(=O)C2CC(=O)N(c3ccc(F)cc3)C2)s1)NC1CCCC1 (stereo unspecified) | -1% | / | 0% | 0% | -2% | 0% | 2% | / | / | 1% | 5%
O=C(NCCc1ccccc1)C1CCCN1S(=O)(=O)c1ccccc1 (stereo unspecified) | -4% | -25% | 24% | 1% | 1% | 0% | -2% | -4% | -43 | -2% | 21%
CC(C)C(=O)N1CCC(c2nc(-c3ccc(S(=O)(=O)N4CCCC4)cc3)no2)CC1 | 9% | 10% | ? | -17% | 0% | 2% | 1% | 2% | 7 | -22% | ?
COC(=O)c1ccc2c(=O)n(-c3ccccc3)c(=S)[nH]c2c1 | -7% | 43%[activator] | 1.8µM* | ? | 2% | -3% | 6% | 10% | 3 | 5% | ?
N#Cc1ccccc1Sc1ccccc1C(=O)OCC(=O)N1CCN(C(=O)c2ccco2)CC1 | 1% | 1% | 14% | -1% | -14% | -1% | -2% | 0% | 1 | 1% | -5%
CC(C)[C@@H]1NC(=O)c2cc([N+](=O)[O-])cc(I)c2NCCCC[C@@H](C(=O)NC(CC(=O)O)C(N)=O)NC(=O)[C@H](CO)NC1=O (stereo partly specified) | 0% | 10% | -35% | 6% | 0% | -2% | -1% | 6% | / | ? | 14%
CC(=O)c1cc(-c2ccccc2)n(CC(=O)N2CCN(C3CCCC3)CC2)c1C | -1% | -12% | -7% | ? | -1% | -3% | -5% | -2% | 5 | 1% | 4%
CCN(CC)c1ccc(NC(=O)COc2ccc(N(C)S(=O)(=O)c3cccs3)cc2)cc1 | -8% | -7% | 9% | ? | -1% | 0% | -8% | -10% | -16 | -1% | 2%
CC(C)=CCC(C)(C)CNC(=O)NC1CCCCC1 | -19% | 2% | -5% | 2% | 3% | 7% | 2% | -17% | -19 | -9% | -4%
COCCCNC(=O)CCc1c(C)nc2c(c(C)nn2-c2ccc(C)cc2)c1C | 0% | ? | -1% | 17% | 1% | 1% | 8% | / | -3 | -8% | -10%
Cc1sc2ncnc(SCC(=O)NC(=O)c3cccn3C)c2c1C | 3% | 4% | 4.5µM* | -3% | 4% | 0% | 6% | 5% | 10 | 82%[activator] | -7%
CN1CCC(N(C)C(=O)c2ccccc2F)CC1 | -1% | 2% | 17%[1.91 µM] | 0% | 3% | -1% | -2% | 1% | 5 | 5% | -6%
COc1ccc(C(=O)N/N=C(\N)c2cc3ccccc3oc2=O)cc1 | 3% | ? | 0.89µM* | 11% | -3% | 0% | 7% | / | 5 | ? | ?
N/C(=N\OC(=O)COc1ccc(Cl)cc1Br)c1cccnc1 | 2.7µM* | -25% | ? | ? | 4µM* | 3.2µM* | -5% | 17% | 4 | -5% | -17%
COc1ccccc1Nc1nc2nonc2[nH]c1=O | ? | ? | 11% | 7% | -10% | -3% | 12% | 1% | -5 | ? | 9%
Cn1c(CC(=O)Nc2ccccc2F)nnc1SCC(=O)Nc1nccs1 | 1% | 3% | -17% | -3% | 6% | -3% | -3% | 2% | 8 | -1% | -2%
CC(=O)c1cccc(NC(=O)CN2CCc3cc4c(cc3C2C)OCCCO4)c1 (stereo unspecified) | 3% | ? | 3% | 12µM* | 5% | -1% | 2% | 2%[0.46 µM] | 18 | 1% | 1%
O=S(=O)(N[C@H]1C[C@@H](NS(=O)(=O)OCC(Cl)(Cl)Cl)C2CCCCC21)OCC(Cl)(Cl)Cl (stereo partly specified) | 0% | ? | 15% | -5% | 7% | -3% | 2% | -6% | 13 | -1% | ?
CCCCOc1ccc(/C=C/C(=O)OCC(=O)NC(=O)NCC(C)C)cc1OCC | 1% | -5% | 6% | 30% | 2% | 0% | 2% | -12% | 0 | -23% | -10%
C/C(=N\N1CCN(c2ccc(Cl)cc2)CC1)c1cccs1 | 0% | -1% | -8% | 0% | -8% | -2% | -5% | 1% | 3 | -17% | 4%
COCCN1C2=C(COC(C)(C)C2)C(=S)NC1c1ccccc1 (stereo unspecified) | 3% | / | ? | 11% | -5% | -4% | 5% | -6% | 5 | -11% | -12%

Profiles as entered above. Order of screens: FLuc modulator	Menin MLL FP TR	RORgamma inh	ELG1 repair inh	Rab9 promoter act	NPC1 promoter act	Mito fusion act	PKM2 activator	KCNH2 3.1 inh	MBNL1-CUG inh	Gal4-VP16 FLuc
CN1CCC(N(C)C(=O)c2ccccc2F)CC1 is entered as -1%	2%	17%[1.91 µM]	0%	3%	-1%	-2%	1%	5	5%	-6%
CC(=O)c1cc(-c2ccccc2)n(CC(=O)N2CCN(C3CCCC3)CC2)c1C is entered as -1%	-12%	-7%	?	-1%	-3%	-5%	-2%	5	1%	4%

Taken from above.
CC(C)[C@@H]1NC(=O)c2cc([N+](=O)[O-])cc(I)c2NCCCC[C@@H](C(=O)NC(CC(=O)O)C(N)=O)NC(=O)[C@H](CO)NC1=O (stereo partly specified) @ RORgamma inh = -35%
CN1CCC(N(C)C(=O)c2ccccc2F)CC1 @ Gal4-VP16 FLuc = -6%

(more compounds)
SMILES | FLuc modulator | Menin MLL FP TR | RORgamma inh | ELG1 repair inh | Rab9 promoter act | NPC1 promoter act | Mito fusion act | PKM2 activator | KCNH2 3.1 inh | MBNL1-CUG inh | Gal4-VP16 FLuc
Cc1nc([N+](=O)[O-])cn1CC(=O)Nc1ccc2c(c1)OCO2 | 0% | 4% | 32% | -3% | -5% | 0% | -4% | 3% | -21 | 6% | 8%
O=c1oc2ccc(Br)cc2cc1-c1nc2ccccc2o1 | 2% | -22% | 11% | 15% | -5% | -3% | 1% | 6% | -16 | ? | 1%
COc1cc(C2CC(=O)Oc3c(C(CCN4CCCC(C)C4)c4ccc(N(C)C)cc4)c(OC)cc(OC)c32)cc(OC)c1OC (stereo unspecified) | 2% | ? | -6%&4% | ? | -9% | -11% | 10% | 0% | -35 | -7% | -5%&-5%
CCOC(=O)C1CCCN(C(=O)C(=O)Nc2ccc3nc4n(c(=O)c3c2)CCCCC4)C1 (stereo unspecified) | 5% | 2% | -22% | -13% | 4% | -2% | 0% | 6% | 25 | 5% | -1%
Cn1ccnc1C(O)c1ccccc1 (stereo unspecified) | -2% | -5% | 5% | -19% | -2% | -2% | ? | 1% | 9 | 8% | -3%[10 µM]
CN(CC(=O)Nc1ccc(F)cc1)CC(=O)Nc1ccc(Cl)c(S(=O)(=O)N2CCOCC2)c1 | -2% | / | 33% | 18µM* | -10% | -1% | 1% | 10% | 13 | -11% | -25%
CCCN1CCN(c2ccc([N+](=O)[O-])cc2C#N)CC1 | -2% | 2% | 7% | -17% | -2% | -5% | 0% | -3% | -33 | ? | -16%
COc1cc(C(=O)NCc2ccncc2)cc(Br)c1OCc1ccccc1 | -3% | 51%[activator] | 18% | 15µM* | -3% | -10% | ? | -1% | -8 | 3% | -2%
Cc1ccccc1OCCOC(=O)c1c(-c2ccccc2)noc1C | -1% | -1% | ? | ? | -16% | -29% | -17% | / | 3 | 3% | 0%

Not all compounds are listed; count on the stated rates, not on these rows.
